# FLuc modulator = inhibits or activates purified firefly luciferase, miR-21 counter-screen | P08659 | purified FLuc, Km substrates, luminescence inhibition | Potency, µM (highest dose often 57.5 µM), for inactives: at the top dose activity change, negative = inhibition, most hits filed as inhibitors | 6.9% of 360,000 active | AID 588342;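 note: plate controls were vehicle for no effect and reference inhibitor for full effect; nearly all actives have a fitted effect of over 55% in size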
# Target sequence (P08659 whole entry, looked up): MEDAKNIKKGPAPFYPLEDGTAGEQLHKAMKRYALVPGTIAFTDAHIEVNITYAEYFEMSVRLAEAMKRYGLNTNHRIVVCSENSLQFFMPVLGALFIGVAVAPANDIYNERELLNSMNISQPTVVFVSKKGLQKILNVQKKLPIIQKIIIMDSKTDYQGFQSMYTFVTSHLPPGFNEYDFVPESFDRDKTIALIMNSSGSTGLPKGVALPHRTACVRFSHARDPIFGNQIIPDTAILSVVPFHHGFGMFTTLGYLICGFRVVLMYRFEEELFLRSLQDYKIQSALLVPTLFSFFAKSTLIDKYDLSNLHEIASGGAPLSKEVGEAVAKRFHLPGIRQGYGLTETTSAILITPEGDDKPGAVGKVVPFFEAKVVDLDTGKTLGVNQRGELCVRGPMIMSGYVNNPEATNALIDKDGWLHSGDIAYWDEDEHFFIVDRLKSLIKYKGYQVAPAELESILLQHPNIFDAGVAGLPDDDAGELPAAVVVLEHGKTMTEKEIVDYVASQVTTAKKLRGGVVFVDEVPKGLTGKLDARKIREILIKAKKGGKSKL
#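 Biochemical qHTS of compounds, final roughly 60 µM downward over six points, against 10 nM purified firefly luciferase using Km concentrations of substrates (10 uM D-luciferin, 10 uM ATP) in Tris acetate pH 7.5 buffer; luminescence output.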
# Rab9 promoter act = activates the Rab9 promoter | AID 485297 | Potency, µM (top dose mostly 9.22 µM), without a hit: at the top dose activation, negative = inhibition, usual class: activators | Huh7 Rab9 promoter-luciferase reporter, luminescence, 24 h | 2.8% of 320,000 active; note: % of control where 0% means no effect; nearly all actives have a fitted effect of over 60% in size
#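 Rab9 promoter-driven luciferase in stably transfected Huh7 cells; 1500 cells/well rested 2 h, exposed to compound in DMSO for 24 h at 37 °C, 5% CO2. Luminescence read 10 min after adding luciferase reagent at ambient temperature.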
# ELG1 genotox = induces genotoxicity in HEK293T cells with luciferase-tagged ELG1 | HEK293T ELG1-luciferase reporter, luminescence, 16 h | Potency, µM (titrated, usually from 46 µM), inactives show at the top dose activity change, positive = activation, actives largely listed as activators | 1.3% of 330,000 active | AID 504466; note: % of control where 0% means no effect; nearly all actives have a fitted effect of over 60% in size
#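 Quantitative HTS format in 1536-well plates. HEK293T ELG1-luciferase reporter cells receive test compound and are incubated 16 hr at 37 °C, 5% CO2; ONE-Glo added, 30 min room temperature, then luminescence read.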
# NPC1 promoter act = activates the NPC1 promoter | Huh7 NPC1 promoter luciferase reporter, 24 h | 2.4% of 320,000 active | AID 485313 | Potency, µM (series often up to 9.22 µM), for inactives: at the top dose activation, hits mostly activators;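 note: % of control where 0% means no effect; nearly all actives have a fitted effect of over 60% in size; reporter is driven by a mutant NPC1 promoter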
#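 Compounds in DMSO were transferred onto Huh7 NPC1-luciferase reporter cells pre-incubated 2 h; after 24 h at 37 °C, Amplite reagent was dispensed and luminescence recorded 10 min later.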
# MBNL1 CUG block = MBNL1-poly(CUG) RNA binding inhibition; Q9NR56; TR-FRET MBNL1-His/biotin-(CUG)12 binding, 665/545 ratio; Potency, µM (series often up to 57.5 µM), inactives show at the highest dose activity change, negative = inhibition, usual class: inhibitors; 0.036% of 280,000 active; AID 2675; active = well fitted inhibition curve with a large enough effect in the signal ratio, with a control signal flat, not every such curve was filed as active; inconclusive = small, poorly fitted or top-dose-only effect, or effect the other way, or a change in a side signal; inactive = no such curve, though single readings can be large or run the other way; the % refers to the signal ratio; note: % is set by controls: 0 for no effect and ±100 for the full control effect
# Target sequence (Q9NR56 whole entry, looked up): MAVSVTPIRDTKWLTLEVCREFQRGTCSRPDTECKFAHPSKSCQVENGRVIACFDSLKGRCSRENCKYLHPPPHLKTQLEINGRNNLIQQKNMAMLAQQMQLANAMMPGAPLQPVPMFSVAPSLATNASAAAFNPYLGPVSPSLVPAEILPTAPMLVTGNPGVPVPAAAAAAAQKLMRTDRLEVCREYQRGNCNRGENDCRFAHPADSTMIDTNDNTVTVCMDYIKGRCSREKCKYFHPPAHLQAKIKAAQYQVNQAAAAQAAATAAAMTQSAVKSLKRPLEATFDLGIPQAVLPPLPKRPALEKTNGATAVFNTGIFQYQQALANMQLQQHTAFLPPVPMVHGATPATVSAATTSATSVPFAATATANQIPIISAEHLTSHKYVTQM
#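 TR-FRET between His-tagged MBNL1 and biotin-(CUG)12 RNA, detected with Tb anti-His antibody (0.055 ng/ul) and streptavidin-XL665 (5 nM), 60 min at room temperature. Compounds titrated 92 nM to 58 uM; 665/545 nm ratio normalized to buffer and complex controls.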
# RORgamma inh = blocks mouse ROR gamma transcriptional activity; AID 2551; 5.4% of 310,000 active; Potency, µM (titrated, usually from 53.6 µM), inactives show at the highest dose activity change, negative = inhibition, actives largely listed as inhibitors; Drosophila S2 Gal4-RORgamma UAS-luciferase reporter, 20 h; P51450; note: % is set by controls: 0 for no effect and ±100 for the full control effect; nearly all actives have a fitted effect of over 60% in size
#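 Stable Schneider cell line, Gal4 DNA-binding domain fused to ROR gamma, UAS-luciferase. Cmpd 1 hr RT → CuSO4 700 uM final → 20 hr RT → luciferase reagent 10 min → luminescence.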
# p53 reactivator = mutant p53 re-activation in reporter cells; Potency, µM (titrated, usually from 92.2 µM), inactives show at the highest dose activity change, positive = activation, most hits filed as activators; H1299 p53-A138V BP100-luciferase reporter, luminescence, 24 h; 0.063% of 320,000 active; AID 504706; note: % of control where 0% means no effect; nearly all actives have a fitted effect of over 45% in size
#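 p53-null H1299 cells stably carrying temperature-sensitive p53-A138V and a BP100-luciferase reporter were pinned with compounds (4-point, 1:5 series) and held 24 hrs at 37 deg C. Luminescence was read 10 min after detection reagent.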
# BRCA1 expr up = BRCA1 expression activation | Potency, µM (highest dose often 46.1 µM), without a hit: at the highest dose activation, actives largely listed as activators | 1.1% of 380,000 active | AID 624202 | MCF7-BRCA1-FFLuc reporter, luminescence, 48 h; response scale: scaled: vehicle 0%, 10 µM genistein 100%; note: nearly all actives have a fitted effect of over 80% in size; some results filed as inactive show a strong effect at the top dose
#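 First, MCF7-BRCA1-FFLuc cells (2000/well) attach for 2 h; next, compounds are pin-added and incubated 48 h at 37 °C; finally, luciferase reagent is added and luminescence read after 15 min.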
# uPA generation = inhibitors of cell surface uPA generation. 0.31% of 330,000 active. cell surface uPA generation assay, qHTS. Potency, µM (doses to about 38.3 µM), inactives show top-dose activity change, negative = inhibition, actives largely listed as inhibitors; active = well fitted inhibition curve with a large enough effect; inconclusive = small, poorly fitted or top-dose-only effect; inactive = no such curve, though single readings can be large or run the other way; tested in mouse RAW 264.7 cells; note: % is set by controls: 0 for no effect and ±100 for the full control effect; nearly all actives have a fitted effect of over 55% in size
# VP16 counter = counter-screen for ROR gamma inhibitors: Gal4-VP16 reporter; Potency, µM (titrated, usually from 53.6 µM), inactives show at the highest dose activity, negative = inhibition, hits mostly inhibitors; AID 2546; Drosophila S2 Gal4-VP16 UAS-luciferase, luminescence, 20 h; 3.5% of 310,000 active;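 note: Gal4-VP16 expression switched on by copper sulfate through the metallothionein promoter; % is set by controls: 0 for no effect and ±100 for the full control effect; nearly all actives have a fitted effect of over 50% in size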
# Active calls of the source: *; ? = inconclusive; . = not tested or not shown; & = joins results of further samples; [ ] = another dose, or the depositor's remark. Unless noted, calls come from the whole dose curve; as a rule, active = well fitted curve in the direction sought with a large enough effect; inconclusive = small, poorly fitted or top-dose-only effect, or another doubt; inactive = no such curve, though single readings can be large; an effect the other way counts as inactive or inconclusive. Potency is the fitted concentration of half-maximal effect. Compounds were not picked by outcome (roughly 13% active in at least one column).
SMILES,FLuc modulator,Rab9 promoter act,ELG1 genotox,NPC1 promoter act,MBNL1 CUG block,RORgamma inh,p53 reactivator,BRCA1 expr up,uPA generation,VP16 counter
COc1ccc(-c2nc(C#N)c(N3CC(C)OC(C)C3)o2)cc1OC (stereo not drawn),3%,-3%,3%,-3%,-2%,-15%,-3%,-5%,4%,1%
COc1ccc(NC(=O)CSc2ccc(-c3sc(C)nc3C)nn2)cc1,?,-1%,-1%,0%,56%[activator],-8%,-4%,-9%,-5%,2%
COc1ccccc1NC(=O)c1cccnc1,-4%,.,.,.,-3%,-15%,.,-5%,-1%,-5%
COc1ccc(C(=O)n2nc(-c3ccco3)nc2N)cc1,-1%,-1%,-3%,0%,6%,?,22%,-24%,-2%,-15%
COc1ccc(C(=O)N2CCCCC2C(=O)Nc2ccc(-n3nc(C)cc3C)cc2)o1 (stereo not drawn),-1%,-4%,0%,-1%,-1%,5%,-1%,9%,-3%,13%
Cc1nc(SC(C(=O)c2ccccc2)c2ccccc2)n[nH]1 (stereo not drawn),0%,-3%,-1%,-6%,-2%,14%,27%,-5%,.,-6%
O=C(O)Cn1nnc(-c2ccc(OCc3ccccc3Cl)cc2)n1,19µM*,-3%,5%,2%,4%,18%,19%,83%,-2%,-2%
Cc1n[nH]c(=S)n1/N=C/c1ccc(OCc2ccc(Cl)cc2Cl)cc1,?,10%,13%,19%,-9%,18µM*,?,?,2%,11µM*
CCOC(=O)c1c(N2C(=O)C3C4C=CC(C4)C3C2=O)sc2c1CCC(C)C2 (stereo not drawn),2%,1%,-2%,0%,?,?,-16%,2%,-5%,-10%
CCc1nn(C(C)C(=O)N2CCN(c3ccccc3)CC2)c(=O)c2cc3occc3n12 (stereo not drawn),4%&-3%,-3%,-3%,8%,1%,38%,-7%,9%&8%,-9%,5%
COc1ccccc1NS(=O)(=O)c1ccc(O)c(C(=O)OCC(=O)c2ccc(Cl)cc2Cl)c1,?,-4%,-4%,-8%,-3%,21%,2%,-13%,0%,10%
CCCCNC(=O)Nc1cc(C(=O)OC)ccc1Cl,7%,0%,-4%,-3%,5%,-33%,-11%,-38%,0%,1%

# Overlap with the part before: 2 entries, then new ones.
SMILES,FLuc modulator,Rab9 promoter act,ELG1 genotox,NPC1 promoter act,MBNL1 CUG block,RORgamma inh,p53 reactivator,BRCA1 expr up,uPA generation,VP16 counter
COc1ccccc1NS(=O)(=O)c1ccc(O)c(C(=O)OCC(=O)c2ccc(Cl)cc2Cl)c1,?,-4%,-4%,-8%,-3%,21%,2%,-13%,0%,10%
CCCCNC(=O)Nc1cc(C(=O)OC)ccc1Cl,7%,0%,-4%,-3%,5%,-33%,-11%,-38%,0%,1%
CCOC(=O)c1ccc(N2CSC3=C(C#N)C(c4ccc(OC)cc4OC)CC(=O)N3C2)cc1 (stereo not drawn),10%,-4%,3%,-2%,1%,?,5%,8%,-27%,5%
O=C(NCCc1ccc2c(c1)OCCO2)c1cc(F)cc(F)c1,-19%,12%,11%,11%,-26%,?,?,47%,-4%,?
COc1cccc(CC(=O)Nc2nc(C)cs2)c1,?,?,14%,18%,1%,11%,1%,81%,-1%,?
N#Cc1cn(-c2ccccc2)nc1-c1ccc2c(c1)OCCO2,-12%[2.3 µM],4µM*,?,?,6%,?,18%,?,-4%,3%
CCCN1C(=O)SC(CC(=O)Nc2ccccc2C)C1=O (stereo not drawn),1%,-3%,1%,-3%,-3%,?,?,-23%,-6%,-5%
CCc1nn(C(C)C(=O)NC(C)CCc2ccco2)c(=O)c2cc3occc3n12 (stereo not drawn),-1%,1%,-4%,5%,5%,?,-2%,1%,-1%,-25%
Cc1ccc(S(=O)(=O)N2CCCCC2)cc1C(=O)Nc1ccc2cn[nH]c2c1,5%,5%,-3%,-5%,4%,8%[10 µM],-1%,-39%,1%,-10%
COc1cccc(CCNC(=O)C2CCC(=O)N(C3CC3)C2)c1OC (stereo not drawn),1%,-8%,4%,-2%,-13%,-8%,.,-1%,1%,1%
Cc1cc(C)c(S(=O)(=O)N2CCCC(C(=O)NCc3cccnc3)C2)c(C)c1 (stereo not drawn),3%,0%,-11%,-6%,0%,?,-14%,-29%,-10%,?
O=C(/C=C\c1ccco1)Nc1nc(-c2ccc3ccccc3c2)cs1,-11%,11%,-9%,-2%,10%,7%,-3%,-46%,-16%,-15%
CC(=O)Nc1ccc(C(=O)Nc2ccc(S(=O)(=O)N3CCCC3)cc2)cc1,-2%,0%,-4%,2%,-3%,27%,0%,8%,1%,2%
Cc1ccc(OCC(=O)NC(=S)Nc2ccc(S(=O)(=O)Nc3cc(C)on3)cc2)c(Br)c1,1.5µM*,-5%,4%,0%,-4%,?,25%,-3%,10%,-4%
COc1ccc(OCCN2CCN(C(=O)c3ccc(OC)c(OC)c3)CC2)cc1,0%,-6%,6%,-6%,-2%,-1%,2%,-28%,4%,5%
CCOC(=O)Nc1sc(C)c(C)c1C(=O)OCC,0%,-5%,0%,-1%,-5%,-4%,6%,2%,-1%,1%
CCOC(=O)C1[C@H]2C(=O)N(CCCOC)C[C@]23C=C[C@H]1O3 (stereo partly drawn),2%,13%,-8%,4%,-7%,-3%,2%,0%,.,-11%
COc1ccc(NC(=O)COC(=O)Cc2coc3cc(OC)ccc23)c(OC)c1,.,.,2%,.,.,.,13%,-2%,-1%,.
COCc1ccc(C(=O)N2CCCC(Nc3ccc(F)c(F)c3)C2)s1 (stereo not drawn),-2%,9%,0%,-1%,3%,1%,-1%,-21%,0%,-15%
COc1ccc(S(=O)(=O)N2CCC[C@H]2C(=O)NC2=NCCS2)cc1,0%,3%,1%,0%,4%,-5%,4%,-7%,7%,-1%
O=C(CCc1ccccc1)NNC(=O)c1ccc(Br)cc1,3%,-2%,0%,-5%,8%,-1%,-2%,-14%,0%,3%
COC(=O)c1cc(NC(=O)c2cc(-c3ccc(C(F)(F)F)cc3)oc2C(F)(F)F)ccc1N1CCOCC1,1%,-12%,-11%,-6%,8%,11%,1%,-20%,-6%,-5%
CCN(C(=O)c1ccco1)c1nnc(-c2ccc(OC)cc2)s1,0.95µM*,1.8µM*,?,?,11%,?,?,?,-6%,?
CN(CCOc1ccc(CC2SC(=O)NC2=O)cc1)c1ccccn1 (stereo not drawn),.,.,.,.,.,16%,.,14%&1%,?,6%
COc1cc(OC)c(-n2cc(-c3ccc(Cl)cc3)[nH]c2=O)cc1Cl,-2%,-4%,3%,-6%,5%,0%,-1%,6%,5%,2%
O=C(O)c1cc(S(=O)(=O)NCCOc2ccccc2)ccc1Cl,.,.,-2%,.,.,.,17%,-5%,3%,.
CC(C)CN(C(=O)CN(C)CC(=O)Nc1ccc(Cl)c(C(F)(F)F)c1)c1c(N)n(CC(C)C)c(=O)[nH]c1=O,.,.,-4%,.,.,.,-9%,-51%,-3%,.
O=C(COC(=O)c1ccc2c(c1)OCO2)Nc1ncc(Cl)cc1Cl,1%,-3%,1%,0%,?,28%,-1%,-3%,0%,8%
COc1ccc(-n2c(=O)[nH]cc(C(=O)Nc3ccccc3)c2=O)cc1,-1%,-10%,-8%,-6%,1%,16%,0%,6%,-1%,7%
CC(=O)NCC1=C(NC(C)=O)C2CC1C(C)(C)C2C (stereo not drawn),8%,-4%,-1%,-2%,-10%,-11%,-5%,.,.,-3%
COc1ccc(C(=O)Nc2ccc3nc(C)sc3c2)cc1OC,?,?,23%,18%,-5%,3%,4%,?,-2%,12%[10 µM]
Cc1cccc([C@@H]2[C@@H]3C(=O)N(Cc4ccccc4)C(=O)[C@@H]3[C@]3(Cc4ccc(Cl)cc4)C(=O)N(c4ccccc4)C(=O)N23)c1,-1%,-2%,-1%,-2%,?,16%,11%,-22%,0%,-6%

# One compound at a time, from the list above.
# Cc1n[nH]c(=S)n1/N=C/c1ccc(OCc2ccc(Cl)cc2Cl)cc1 reads FLuc modulator = ?; Rab9 promoter act = 10%; ELG1 genotox = 13%; NPC1 promoter act = 19%; MBNL1 CUG block = -9%; RORgamma inh = 18µM*; p53 reactivator = ?; BRCA1 expr up = ?; uPA generation = 2%; VP16 counter = 11µM*
# CCOC(=O)Nc1sc(C)c(C)c1C(=O)OCC reads FLuc modulator = 0%; Rab9 promoter act = -5%; ELG1 genotox = 0%; NPC1 promoter act = -1%; MBNL1 CUG block = -5%; RORgamma inh = -4%; p53 reactivator = 6%; BRCA1 expr up = 2%; uPA generation = -1%; VP16 counter = 1%
# Cc1nc(SC(C(=O)c2ccccc2)c2ccccc2)n[nH]1 (stereo not drawn) reads FLuc modulator = 0%; Rab9 promoter act = -3%; ELG1 genotox = -1%; NPC1 promoter act = -6%; MBNL1 CUG block = -2%; RORgamma inh = 14%; p53 reactivator = 27%; BRCA1 expr up = -5%; uPA generation = .; VP16 counter = -6%

# Source: PubChem (National Center for Advancing Translational Sciences (NCATS))
